CYP2C9 activ: human CYP2C9 activators, primary screen, biochemical, luminescence | Cytochrome P450 2C9 (Homo sapiens), P11712 | recombinant CYP2C9, luciferin-H conversion; active compounds read high; factor 1 = untreated enzyme, 0 = blocked | activation factor at 5 µM | 96,000 tested, 1.4% active | AID 1024, 2008;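 active = activation factor of 2 or more for CYP2C9 at a 5 µM dose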;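 also: 0 = sulfaphenazole-blocked wells and 1 = vehicle-only wells; values of inactives mirror those of a sister screen read the other way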
Target sequence (P11712 whole entry, looked up): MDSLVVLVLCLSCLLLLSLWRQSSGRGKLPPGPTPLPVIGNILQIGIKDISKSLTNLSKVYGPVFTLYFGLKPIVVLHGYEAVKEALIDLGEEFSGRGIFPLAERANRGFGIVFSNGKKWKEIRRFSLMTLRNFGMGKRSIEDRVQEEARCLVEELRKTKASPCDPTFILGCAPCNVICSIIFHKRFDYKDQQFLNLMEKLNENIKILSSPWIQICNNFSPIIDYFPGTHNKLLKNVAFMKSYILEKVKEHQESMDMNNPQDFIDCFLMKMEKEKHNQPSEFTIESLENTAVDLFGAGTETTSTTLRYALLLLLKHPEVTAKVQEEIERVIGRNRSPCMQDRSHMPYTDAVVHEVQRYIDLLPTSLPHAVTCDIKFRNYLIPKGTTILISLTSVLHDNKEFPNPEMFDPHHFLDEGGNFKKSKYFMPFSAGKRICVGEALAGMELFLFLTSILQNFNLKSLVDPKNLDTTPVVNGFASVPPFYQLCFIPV
Plk1 PBD FP: Plk1 polo box domain binding inhibitors, primary screen, biochemical, fluorescence polarization | Serine/threonine-protein kinase PLK1 (Homo sapiens), P53350 | Plk1 PBD phosphopeptide binding | inhibition, %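 (tested at about 20 µM)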 | 97,000 tested, 0.13% active; in the data active = inhibition above about 34%, passing the limit was not always enough
Target sequence (P53350 whole entry, looked up, the tested form may be a part): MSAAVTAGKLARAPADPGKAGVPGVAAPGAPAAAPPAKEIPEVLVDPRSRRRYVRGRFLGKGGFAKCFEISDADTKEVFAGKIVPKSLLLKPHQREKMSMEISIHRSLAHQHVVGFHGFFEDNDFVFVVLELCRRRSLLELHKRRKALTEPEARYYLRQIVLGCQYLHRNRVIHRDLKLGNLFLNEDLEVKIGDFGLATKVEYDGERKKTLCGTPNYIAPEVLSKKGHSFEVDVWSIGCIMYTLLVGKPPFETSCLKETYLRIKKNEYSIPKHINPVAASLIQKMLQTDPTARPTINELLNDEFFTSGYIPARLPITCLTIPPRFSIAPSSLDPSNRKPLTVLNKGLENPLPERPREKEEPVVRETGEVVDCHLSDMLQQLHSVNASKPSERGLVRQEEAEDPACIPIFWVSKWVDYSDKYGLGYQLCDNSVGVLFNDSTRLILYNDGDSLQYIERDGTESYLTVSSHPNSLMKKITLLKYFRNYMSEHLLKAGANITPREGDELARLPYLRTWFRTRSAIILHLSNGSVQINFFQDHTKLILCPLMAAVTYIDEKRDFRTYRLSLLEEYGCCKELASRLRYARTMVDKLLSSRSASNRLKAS
LYP inh 2: PTPN22 phosphatase inhibitors, primary screen, biochemical, DiFMUP fluorescence, 2 µM | 96,000 tested, 0.21% active | recombinant LYP catalytic domain | inhibition, % at 2 µM | AID 640, 2007;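 active = inhibition at 2 µM at or above a set limit, the screen mean plus 3 SD, cut at about 24% in these data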;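 also: 0% = DMSO with enzyme and 100% = enzyme fully blocked by orthovanadate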
CYP2C9 inh: blockers of cytochrome P450 2C9 activity – biochemical, luminescence, ADME assay, primary screen; P11712; 96,000 tested, 20% active; inhibition, % at 5 µM; CYP2C9 Supersomes, luciferin-H conversion;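 active = blocking of liver enzyme CYP2C9 beyond about 50% at 5 µM, limit read from the data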; also: values of inactives mirror those of a sister screen read the other way
HIV Rev-RRE inh: HIV-1 Rev-RRE binding inhibitors, primary screen, biochemical, FRET, protein-RNA interaction | Rev peptide-RRE RNA binding | inhibition, % at 8 µM | AID 704, 2007 | 97,000 tested, 0.79% active;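 active = inhibition above the screen-wide mean plus 3 SD, cut at about 35% in these data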;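 also: 0% = median DMSO wells and 100% = median Neomycin B control wells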
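Probe or stimulus: fluorescein-Rev peptide as binding partner; assay system: Cy5-tagged RRE RNA duplex with fluorescein-tagged Rev peptide; timing: 5 min compound–RNA preincubation, then 15 min with peptide, 25 °C; medium: HEPES pH 7.5 buffer with KCl, MgCl2, NaCl and EDTA; signal: fluorescein-to-Cy5 FRET, 480 nm excitation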
Candida biofilm: clotrimazole potentiators killing Candida biofilms, primary screen, with clotrimazole, Alamar Blue; AID 834, 2007; 85,000 tested, 0.14% active; C. albicans biofilm + clotrimazole; inhibition, % at 6 µM;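 active = inhibition above 20%; inactive = inhibition below 20%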;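 also: preformed 24 hr biofilms exposed to compound for 48 hr; 0% = biofilm without compound and 100% = blank killed by clotrimazole plus chlorhexidine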
PTPN22 act: LYP phosphatase activators, primary screen, biochemical, DiFMUP fluorescence, 2 µM. Tyrosine-protein phosphatase non-receptor type 22 (Homo sapiens), Q9Y2R2. recombinant LYP; 0 = plate median, 100 = signal doubled. activation, % at 2 µM. 96,000 tested, 0.11% active. AID 697, 2007;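 active = activation at 2 µM above a set limit, the mean plus 5 SD, cut at about 37% in these data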
EphB4 antag: EphB4-ephrin-B2 interaction antagonists, primary screen, biochemical, TNYL-RAW peptide probe, fluorescence polarization. Ephrin type-B receptor 4 (Homo sapiens), P54760. 97,000 tested, 0.15% active. EphB4 LBD / TNYL-RAW-Alexa532 peptide. inhibition, % at 7 µM;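 active = inhibition above the screen-wide mean inhibition plus 3 SD, cut at about 15% in these data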;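 also: 0% = DMSO wells and 100% = excess unlabeled TNYL-RAW peptide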
PLK1 kinase inh: human PLK1 kinase inhibitors, primary screen, biochemical, TR-FRET; recombinant PLK1 kinase, TR-FRET peptide phosphorylation; AID 619, 2007; 97,000 tested, 0.53% active; inhibition, % at 10 µM; Serine/threonine-protein kinase PLK1 (Homo sapiens), P53350;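 active = inhibition of 50% or more in the single-concentration screen; inactive = inhibition below 50%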;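 also: 0% = DMSO max control and 100% = H-89 dihydrochloride min control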
* = called active by the depositor.

The first four compounds (preview)
COc1ccc(C(C)=O)cc1CN(C)C was read as CYP2C9 activ 1.2, Plk1 PBD FP 24, LYP inh 2 -2, CYP2C9 inh -19, HIV Rev-RRE inh -6, Candida biofilm 5, PTPN22 act 2, EphB4 antag 3 and PLK1 kinase inh -4.
For Cc1cc(C(=O)NC(C)c2ccncc2)cs1 (stereo not drawn) the results were CYP2C9 activ 0.6, Plk1 PBD FP 5, LYP inh 2 -36, CYP2C9 inh 44, HIV Rev-RRE inh 1, Candida biofilm 6, PTPN22 act 29, EphB4 antag 6 and PLK1 kinase inh -10.
CC(C)(C)c1ccc(-c2nnc3sc(-c4ccncc4)nn23)cc1 was read as CYP2C9 activ 0.5, Plk1 PBD FP -21, LYP inh 2 0, CYP2C9 inh 53*, HIV Rev-RRE inh 1, PTPN22 act -7, EphB4 antag -1 and PLK1 kinase inh -1.
For CCc1cc(C(=O)OC)c(NC(=O)C2CC(=O)NN2Cc2ccccc2)s1 (stereo not drawn) the results were CYP2C9 activ 0.5, Plk1 PBD FP -8, LYP inh 2 -2, CYP2C9 inh 47, HIV Rev-RRE inh 2, PTPN22 act 5, EphB4 antag 0 and PLK1 kinase inh -8.

All compounds of this part, repeating the preview:
COc1ccc(C(C)=O)cc1CN(C)C was read as CYP2C9 activ 1.2, Plk1 PBD FP 24, LYP inh 2 -2, CYP2C9 inh -19, HIV Rev-RRE inh -6, Candida biofilm 5, PTPN22 act 2, EphB4 antag 3 and PLK1 kinase inh -4.
For Cc1cc(C(=O)NC(C)c2ccncc2)cs1 (stereo not drawn) the results were CYP2C9 activ 0.6, Plk1 PBD FP 5, LYP inh 2 -36, CYP2C9 inh 44, HIV Rev-RRE inh 1, Candida biofilm 6, PTPN22 act 29, EphB4 antag 6 and PLK1 kinase inh -10.
CC(C)(C)c1ccc(-c2nnc3sc(-c4ccncc4)nn23)cc1 was read as CYP2C9 activ 0.5, Plk1 PBD FP -21, LYP inh 2 0, CYP2C9 inh 53*, HIV Rev-RRE inh 1, PTPN22 act -7, EphB4 antag -1 and PLK1 kinase inh -1.
For CCc1cc(C(=O)OC)c(NC(=O)C2CC(=O)NN2Cc2ccccc2)s1 (stereo not drawn) the results were CYP2C9 activ 0.5, Plk1 PBD FP -8, LYP inh 2 -2, CYP2C9 inh 47, HIV Rev-RRE inh 2, PTPN22 act 5, EphB4 antag 0 and PLK1 kinase inh -8.
`Cc1cccn2cc(-c3ccc(S(=O)(=O)N4CCOCC4)cc3)nc12` gave CYP2C9 activ 1.1, Plk1 PBD FP 21, LYP inh 2 -6, CYP2C9 inh -8, HIV Rev-RRE inh 2, Candida biofilm 7, PTPN22 act 3, EphB4 antag -15 and PLK1 kinase inh 0.
`CC(=O)Nc1ccc(N2C(=O)CC(N3CCN(Cc4ccc5c(c4)OCO5)CC3)C2=O)cc1` (stereo not drawn) gave Plk1 PBD FP -1, LYP inh 2 8, HIV Rev-RRE inh 7, Candida biofilm 0, PTPN22 act -7, EphB4 antag 9 and PLK1 kinase inh -11.
Screening CCSc1nnc(NC(=O)C2CCCN(S(=O)(=O)c3cnc[nH]3)C2)s1 (stereo not drawn) returned CYP2C9 activ 0.3, Plk1 PBD FP -18, LYP inh 2 6, CYP2C9 inh 74*, HIV Rev-RRE inh 2, Candida biofilm 13, PTPN22 act -7, EphB4 antag -9 and PLK1 kinase inh -3.
Screening O=C(CCC(=O)c1cccs1)c1cccs1 returned Plk1 PBD FP -19, LYP inh 2 1, HIV Rev-RRE inh 11, Candida biofilm 1, PTPN22 act 0, EphB4 antag 1 and PLK1 kinase inh -5.
For CCOC(=O)c1cc2sccc2n1CC(=O)Nc1ccc(OC)c(OC)c1 the results were CYP2C9 activ 0.5, Plk1 PBD FP 13, LYP inh 2 -5, CYP2C9 inh 46, HIV Rev-RRE inh 1, Candida biofilm -2, PTPN22 act 4, EphB4 antag -8 and PLK1 kinase inh -3.
COc1ccc(CNC(=O)c2ccc3c(c2)N(C)C(=O)CS3=O)cc1 (stereo not drawn) was read as CYP2C9 activ 0.4, Plk1 PBD FP 8, LYP inh 2 -12, CYP2C9 inh 64*, HIV Rev-RRE inh 9, Candida biofilm 3, PTPN22 act 8, EphB4 antag 4 and PLK1 kinase inh -3.
CN(c1ccccc1C(=O)N1CCN(c2ccccc2)CC1)S(C)(=O)=O was read as Plk1 PBD FP -2, LYP inh 2 -10, HIV Rev-RRE inh 1, Candida biofilm 4, PTPN22 act 10, EphB4 antag 1 and PLK1 kinase inh -11.
Screening O=C(NCCC1=CCCCC1)c1cnc2n(c1=O)CCS2 returned Plk1 PBD FP -9, LYP inh 2 6, HIV Rev-RRE inh 3, Candida biofilm 5, PTPN22 act -5, EphB4 antag 5 and PLK1 kinase inh -7.
CC(C)n1c(-c2cccs2)nc2ccccc21 was read as Plk1 PBD FP 8, LYP inh 2 -4, HIV Rev-RRE inh 3, Candida biofilm 3, PTPN22 act 0, EphB4 antag 0 and PLK1 kinase inh -10.
COc1ccc(-n2ncc3c(NCCCN4CCOCC4)ncnc32)cc1 was read as CYP2C9 activ 1.1, Plk1 PBD FP 9, LYP inh 2 3, CYP2C9 inh -14, HIV Rev-RRE inh 2, Candida biofilm 5, PTPN22 act -2, EphB4 antag -4 and PLK1 kinase inh -4.
O=C(CCN1C(=O)/C(=C\c2ccccc2Cl)SC1=S)N1CCN(c2ccccc2)CC1 was read as CYP2C9 activ 0.9, Plk1 PBD FP 3, LYP inh 2 12, CYP2C9 inh 15, HIV Rev-RRE inh 8, PTPN22 act -13, EphB4 antag -5 and PLK1 kinase inh -10.
Screening COC(=O)c1cc2c(C)cc3ccc(C)cn3c-2c1C(=O)OC returned CYP2C9 activ 0.8, Plk1 PBD FP -19, LYP inh 2 -11, CYP2C9 inh 18, HIV Rev-RRE inh 36*, PTPN22 act 8, EphB4 antag -1 and PLK1 kinase inh -13.
`CCn1nc(C)c(/C=C2\CCCC3=C2OC(N)=C(C#N)C3c2c(C)nn(CC)c2C)c1C` (stereo not drawn) gave CYP2C9 activ 0.8, Plk1 PBD FP -16, LYP inh 2 2, CYP2C9 inh 17, HIV Rev-RRE inh 47*, Candida biofilm 0, PTPN22 act -3, EphB4 antag -7 and PLK1 kinase inh -6.
CCCCOc1ccc(C(=O)Nc2ccc(N3CCN(C(C)=O)CC3)cc2)cc1 was read as CYP2C9 activ 1, Plk1 PBD FP -30, LYP inh 2 1, CYP2C9 inh -2, HIV Rev-RRE inh -3, Candida biofilm 9, PTPN22 act 0, EphB4 antag -3 and PLK1 kinase inh -3.
For CC(C)n1c(NCc2ccc(N(C)C)cc2)nc2ccccc21 the results were Plk1 PBD FP 2, LYP inh 2 -12, HIV Rev-RRE inh -2, PTPN22 act 4, EphB4 antag 6 and PLK1 kinase inh -9.
COc1cccc(CNc2ccc(S(=O)(=O)Nc3nccs3)cc2)c1O was read as CYP2C9 activ 1.8, Plk1 PBD FP 5, LYP inh 2 -2, CYP2C9 inh -80, HIV Rev-RRE inh -3, Candida biofilm 7, PTPN22 act -3, EphB4 antag -5 and PLK1 kinase inh -5.
Screening COc1cc(/C=C(\NC(=O)c2ccccc2)C(=O)Nc2cccc(O)c2)c([N+](=O)[O-])cc1OC returned CYP2C9 activ 0.7, Plk1 PBD FP 19, LYP inh 2 6, CYP2C9 inh 27, HIV Rev-RRE inh 2, PTPN22 act 0, EphB4 antag -3 and PLK1 kinase inh -4.
Screening CCOC(=O)C1=C(C)N(C)C(C)=C(C(=O)OCC)C1c1ccncc1 returned CYP2C9 activ 0, Plk1 PBD FP -40, LYP inh 2 -12, CYP2C9 inh 100*, HIV Rev-RRE inh 2, Candida biofilm 5, PTPN22 act 11, EphB4 antag -3 and PLK1 kinase inh -8.
For Cn1c2ccccc2c2c(C(=O)NCCCN3CCCC3=O)cn(C3CCCCC3)c(=O)c21 the results were CYP2C9 activ 0.5, Plk1 PBD FP -11, LYP inh 2 -2, CYP2C9 inh 55*, HIV Rev-RRE inh 4, Candida biofilm -1, PTPN22 act 4, EphB4 antag 1 and PLK1 kinase inh -31.
`N#Cc1c(-c2cccnc2)c2c([nH]c1=S)CCCC2` gave CYP2C9 activ 0.6, Plk1 PBD FP 15, LYP inh 2 -2, CYP2C9 inh 43, HIV Rev-RRE inh 0, PTPN22 act -1, EphB4 antag 1 and PLK1 kinase inh 35.
For Cc1ccc(-n2c(C)cc(/C=N/NC(=O)CC3(C)OCCO3)c2C)c(C)c1 the results were Plk1 PBD FP -4, LYP inh 2 -20, HIV Rev-RRE inh -6, Candida biofilm 3, PTPN22 act 20, EphB4 antag -6 and PLK1 kinase inh -8.
Screening C=CCSc1nnc(NC(=O)CSc2nc3ccccc3[nH]2)s1 returned CYP2C9 activ 0.1, Plk1 PBD FP -4, LYP inh 2 8, CYP2C9 inh 87*, HIV Rev-RRE inh 2, PTPN22 act -5, EphB4 antag -1 and PLK1 kinase inh -3.
Nc1nc(SCC(=O)Nc2ccccc2-c2ccccc2)n[nH]1 was read as CYP2C9 activ 0.7, Plk1 PBD FP -36, LYP inh 2 3, CYP2C9 inh 25, HIV Rev-RRE inh 11, Candida biofilm 2, PTPN22 act -1, EphB4 antag 0 and PLK1 kinase inh -8.
Cc1c(C#N)c2ccccc2n1CCOc1ccccc1F was read as CYP2C9 activ 0.5, Plk1 PBD FP 15, LYP inh 2 0, CYP2C9 inh 51*, HIV Rev-RRE inh 19, Candida biofilm 8, PTPN22 act -2, EphB4 antag 8 and PLK1 kinase inh 6.
For COc1cccc(-n2nnc3c(=O)n(Cc4ccccc4Cl)cnc32)c1 the results were Plk1 PBD FP 6, LYP inh 2 -1, HIV Rev-RRE inh 11, Candida biofilm 8, PTPN22 act -5, EphB4 antag 2 and PLK1 kinase inh -14.
Cc1cccc(CC2S/C(=N/c3ccccn3)NC2=O)c1 (stereo not drawn) was read as Plk1 PBD FP -24, LYP inh 2 -2, HIV Rev-RRE inh 9, Candida biofilm 9, PTPN22 act 4, EphB4 antag 2 and PLK1 kinase inh -2.
`COc1cc2c(C(=O)N3CCN(c4ccccc4C)CC3)c(C)oc2cc1Br` gave CYP2C9 activ 0.3, Plk1 PBD FP -14, LYP inh 2 5, CYP2C9 inh 72*, HIV Rev-RRE inh 3, PTPN22 act -7, EphB4 antag 4 and PLK1 kinase inh -11.
Cc1ccc(NC(=O)CC(NCCN2CCOCC2)C(=O)O)cc1Cl (stereo not drawn) was read as CYP2C9 activ 0.7, Plk1 PBD FP -14, LYP inh 2 -4, CYP2C9 inh 28, HIV Rev-RRE inh 3, Candida biofilm 2, PTPN22 act 0, EphB4 antag -4 and PLK1 kinase inh 1.
`CCCC(CCC)C(=O)Nc1cccc(C(=O)O)c1` gave CYP2C9 activ 1.1, Plk1 PBD FP 7, LYP inh 2 6, CYP2C9 inh -9, HIV Rev-RRE inh 4, Candida biofilm 2, PTPN22 act -7, EphB4 antag 0 and PLK1 kinase inh -11.

Compound activity: PubChem, several laboratories
